MPTP inh = blocks calcium-induced mitochondrial swelling; isolated mouse mitochondria, Ca2+ swelling absorbance, 30 min; AID 602449; 360,000 tested, 1.4% active; inhibition, % at 10 µM;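 active means inhibition of 50% or more, scaled per plate between neutral and stimulator controls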;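 further: 0% = DMSO wells given calcium and 100% = 1 mM EGTA wells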
mIAP block = mouse IAP inhibition. purified mouse IAP, CDP-Star luminescence, 30 min. inhibition, % at 10 µM. 330,000 tested, 0.2% active. AID 2806;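 active means inhibition of at least 40% at 10 µM in the primary screen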;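 further: plate controls were DMSO with enzyme for no effect and no enzyme wells for full effect; values of inactives mirror those of a sister screen read the other way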
hIAP activ = increases human intestinal alkaline phosphatase activity; P09923; purified human IAP, CDP-Star luminescence, 30 min; hits give high values; 1 = vehicle-only enzyme, 0 = enzyme-free background; activation factor at 10 µM; 330,000 tested, 0.16% active;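 active means activation factor of the enzyme at least 2-fold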; further: the source names both 10 and 20 µM as test concentration; values of inactives mirror those of a sister screen read the other way
Target sequence (P09923 whole entry, looked up): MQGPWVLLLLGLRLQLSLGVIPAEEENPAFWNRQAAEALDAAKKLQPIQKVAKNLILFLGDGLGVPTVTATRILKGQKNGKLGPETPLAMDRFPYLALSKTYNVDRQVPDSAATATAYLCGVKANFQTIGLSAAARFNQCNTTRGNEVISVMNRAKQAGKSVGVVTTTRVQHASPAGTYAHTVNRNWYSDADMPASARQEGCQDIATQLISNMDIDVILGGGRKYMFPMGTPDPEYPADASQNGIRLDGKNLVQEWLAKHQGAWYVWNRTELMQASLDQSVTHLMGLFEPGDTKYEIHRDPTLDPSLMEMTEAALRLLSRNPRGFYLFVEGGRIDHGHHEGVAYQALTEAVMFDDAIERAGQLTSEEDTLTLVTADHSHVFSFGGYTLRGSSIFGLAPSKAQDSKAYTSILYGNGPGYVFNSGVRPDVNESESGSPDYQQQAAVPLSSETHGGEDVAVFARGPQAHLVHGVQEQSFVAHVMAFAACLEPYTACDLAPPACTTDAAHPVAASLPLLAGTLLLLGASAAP
GRIN3A LBD mod = modulates the human NR3A ligand-binding domain | Tm shift relative to glycine control, % at 25 µM | AID 1259313 | 340,000 tested, 2.5% active | NR3A LBD differential scanning fluorimetry, Tm shift; 0% = protein alone, 100% = glycine-bound protein;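 active means melting temperature shift of at least 10% of the positive control shift, at one fixed dose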
MIN6 prolif = MIN6 beta-cell proliferation induction; MIN6 cells proliferation, ATPlite luminescence, 48 h; cells starved in 0.2% serum; 100% = growth in 10% serum; proliferation, % at 10 µM; 330,000 tested, 0.29% active;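 active means compounds whose signal lies at least 3.5 SD above the mean of all wells on their plate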;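 further: 0% = DMSO-treated cells in low-serum medium and 100% = 10% serum control; some compounds called inactive have numbers as strong as hits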
APOBEC3A inh = blocks human APOBEC3A ssDNA deamination; P31941; recombinant A3A, FAM/TAMRA ssDNA deamination fluorescence; inhibition, % at 20 µM; 330,000 tested, 0.41% active; AID 493011;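 active means at least 40% inhibition at 20 µM here, with at most 30% in a related deaminase screen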;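 further: plate controls were A3A with DMSO for no effect and wells lacking A3A enzyme for full effect; some results filed as inactive read as strong as hits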
Target sequence (P31941 whole entry, looked up): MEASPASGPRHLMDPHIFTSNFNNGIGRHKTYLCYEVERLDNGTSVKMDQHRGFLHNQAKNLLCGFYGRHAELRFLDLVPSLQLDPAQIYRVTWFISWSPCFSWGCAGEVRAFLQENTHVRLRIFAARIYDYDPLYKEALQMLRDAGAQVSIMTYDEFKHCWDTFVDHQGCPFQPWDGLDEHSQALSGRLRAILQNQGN
hIAP inh = human IAP inhibition | purified IAP, CDP-Star luminescence, 30 min | 330,000 tested, 0.12% active | AID 2544 | inhibition, % at 10 µM;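 active means inhibition reaching a set limit with compound at 10 µM in the primary screen, cut at about 35% in these data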;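 further: plate controls were DMSO wells with enzyme for no effect and no-enzyme buffer wells for full effect; values of inactives mirror those of a sister screen read the other way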
A3G deaminase = APOBEC3G (human) deaminase inhibition. recombinant A3G, ssDNA deamination FAM/TAMRA fluorescence. inhibition, % at 20 µM. 330,000 tested, 0.28% active;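 active means inhibition of at least 40% at 20 µM, with no more than 30% in the related APOBEC3A deaminase screen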;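 further: plate controls were DMSO wells with A3G for no effect and wells lacking A3G enzyme for full effect; some compounds called inactive have numbers as strong as hits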
mIAP act = increases mouse intestinal alkaline phosphatase activity. muIAP, CDP-Star luminescence, 30 min; hits give high values; 1 = vehicle-only enzyme signal, 0 = enzyme-free wells. activation factor at 10 µM. 330,000 tested, 0.24% active;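 active means activation factor of at least 2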; further: the source names both 10 and 20 µM as test concentration; values of inactives mirror those of a sister screen read the other way
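System: Mouse IAP enzyme | Also added: CDP-Star substrate | Dosing: Compounds dispensed in DMSO | Schedule: 30 min enzyme-substrate-compound incubation at room temperature | Technique: Chemiluminescence readout | Control set: DMSO-only wells and no-enzyme negative control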
Starred values were filed as active, the others as inactive.

molecule	MPTP inh	mIAP block	hIAP activ	GRIN3A LBD mod	MIN6 prolif	APOBEC3A inh	hIAP inh	A3G deaminase	mIAP act
CCc1ccc(OCC(=O)NC(=S)Nc2ccc(C(C)=O)cc2)c(Br)c1	0.1	-9.7	0.844	-2.5	-1.7	-4.6	15.6	-7.5	1.1
O=C(CNC(=O)c1ccco1)Nc1cccc(Cl)c1	-0.4	-6.1	1.08	0.1	0.2	2.1	-8.1	3.3	1.06
COC(=O)N1CC=CC1(C)C(=O)NCc1cc(F)cc(C(F)(F)F)c1 (stereo unspecified)	-1.5	2.3	0.946	0.7	-2.6	0.2	5.4	-5.8	0.977
Cc1ccc(SCc2cc(=O)[nH]c(/N=C(\N)Nc3ccc(C)c(C)c3)n2)cc1	3.5	-24.5	1.07	-0.2	0.6	2.4	-7.0	-1.3	1.25
CCCCN(C(=O)/C=C/c1ccc(OC)cc1)C1CCS(=O)(=O)C1 (stereo unspecified)	0.4	-1.8	1.42	0.4	2.5	-1.5	-41.7	-2.8	1.02
CCOc1ccc(S(=O)(=O)n2cc(F)c(=O)[nH]c2=O)cc1[N+](=O)[O-]	-0.8	-1.2	0.951	0.7	-0.1	1.8	4.9	1.2	1.01
Cc1ccc(SCCC(=O)NNC(=O)c2ccccc2F)cc1	-1.3	-0.4	1.22	-1.0	-2.4	-1.7	-21.7	-5.6	1
CCC(C)(C)NC(=O)C1CCN(S(=O)(=O)c2cccs2)CC1	-0.4	2.6	1.15	0.7	-0.5	0.1	-14.5	-2.6	0.974
CCOc1ccc(-n2c(COc3ccccc3)nnc2SCC(N)=O)cc1	-0.5	-0.8	0.977	-1.7	-1.1	3.8	2.3	1.3	1.01
CC(=O)N1CCCc2cc(S(=O)(=O)N3CCC(C)CC3)ccc21	2.0	6.4	1.09	-1.8	-1.4	1.3	-9.3	1.5	0.936
O=C(CNC(=O)c1ccccc1)NCC(=O)OCC(=O)c1ccccc1	-0.6	0.8	1.09	-0.5	-4.2	-4.0	-9.4	-4.6	0.992
Clc1ccc(NC2=NCCC2)cc1Cl	-2.3	0.3	1.03	0.1	-4.2	-8.4	-3.5	-2.5	0.997
c1ccc(C2[C@H]3CN(CC4CCCCC4)[C@H](c4ccccc4)C34CC2(c2cccnc2)C4)cc1 (stereo partly specified)	-0.8	0.4	1.08	1.1	-7.0	16.1	-7.7	-1.9	0.996
c1ccc(CCc2cn(C[C@H]3CC[C@@H]([C@@H]4CC[C@H](Cn5cc(CCc6ccccc6)nn5)O4)O3)nn2)cc1	0.3	-0.7	0.985	1.5	-5.5	-2.1	1.5	-12.4	1.01
CCOC(=O)N1CCN(C(=O)CNC(=O)c2ccc(Br)cc2)CC1	1.4	4.5	1.05	1.8	7.2	0.4	-5.0	1.1	0.955
CCOC(=O)C1CCCN(CC(=O)Nc2cccc(C(C)=O)c2)C1 (stereo unspecified)	-2.1	-0.4	0.908	-1.9	-0.8	2.0	9.2	0.6	1
CC(=O)NC(Cc1ccccc1)C(C)=O (stereo unspecified)	0.8	-2.1	1.09	0.5	0.0	-9.6	-8.6	-4.5	1.02
CCO[C@@H]1OC(C(=O)N2CCCCCCC2)=C[C@H](c2ccc(C(F)(F)F)cc2)[C@H]1CCCO	-0.9	3.1	0.946	0.8	-4.5	-2.8	5.4	-5.2	0.969
CC(=O)c1c(C(C)=O)c(C)n(-c2ccc(N)cc2)c1C	1.9	4.4	0.949	-2.7	-1.1	-1.6	5.0	-1.9	0.956
O=C1Nc2ccccc2/C1=N/N=C/c1cccc(O)c1	-0.1	4.8	0.96	-0.4	-1.6	-4.5	4.0	-7.5	0.952
O=C(OCC(=O)N1CCN(C(=O)c2ccco2)CC1)C1=COCCO1	1.0	-9.8	1.14	9.1	-2.2	-4.7	-14.2	-4.9	1.1
CC1Sc2ccc(S(=O)(=O)N3CCC(C(N)=O)CC3)cc2NC1=O (stereo unspecified)	0.1	3.5	0.932	-1.2	-1.9	1.7	6.8	35.2	0.965
CCOC(=O)c1c(SCc2ccccc2)n[nH]c1N	1.5	1.5	1.11	-5.3	-0.8	-1.8	-11.0	-6.1	0.985
O=c1oc2ccccc2n1Cc1cccc(C(F)(F)F)c1	2.8	0.4	0.966	-0.6	0.8	-2.5	3.3	-11.8	0.996
O=C(Nc1ccccc1Cl)C1C(c2ccccc2)C1(Cl)Cl (stereo unspecified)	0.7	-22.7	1.01	-6.1	-3.7	1.8	-0.6	0.5	1.23
CC(C)(C)c1ccc(S(=O)(=O)N2CCC(N3CCCCC3)CC2)cc1	71.2*	0.2	0.947	-0.2	0.1	-0.1	5.3	-2.5	0.998
S=C(c1ccccc1)N1CCSCC1	0.2	2.6	1.02	-0.7	-1.9	0.1	-1.7	-7.7	0.974
NC(=O)CSc1nnc(-c2ccccn2)n1Cc1ccco1	2.4	-2.7	1.08	0.6	-1.8	2.3	-8.3	-0.2	1.03
CSCCC(NC(=O)c1ccc(Cl)cc1Cl)C(=O)NCc1ccccn1 (stereo unspecified)	-1.9	-0.1	0.844	-5.2	3.0	-1.5	15.6	-4.6	1
O=S(=O)(NCc1ccccc1)NCc1ccccc1	1.8	-0.7	0.936	-0.8	-1.9	-3.1	6.4	0.0	1.01
CCOC(=O)CN1C(=O)N(c2ccccc2OC)S(=O)(=O)c2ccccc21	1.5	0.6	0.942	0.3	-1.2	0.8	5.8	-4.0	0.994
Cc1ccc(N)cc1CN1CCCC1=O	-0.2	-7.4	1.07	-1.8	-3.5	1.0	-6.6	0.4	1.07
O=C(c1cccnc1)N1CCN(S(=O)(=O)c2ccc3ccccc3c2)CC1	2.8	-2.3	1.19	1.0	-1.3	0.6	-19.0	0.1	1.02
CC(=O)N1CCN(c2ccc(NC(=O)c3ccccc3Cl)cc2)CC1	0.2	1.9	0.855	-1.2	-1.6	-5.2	14.5	-6.9	0.981
COc1ccc(Nc2nc3ccccc3nc2NS(=O)(=O)c2cccs2)cc1	61.0*	22.8	0.988	21.7*	-3.4	-2.9	1.2	-9.2	0.772
CC(C)c1ccccc1OCCNC(=S)NC(=O)c1cccnc1	-0.4	9.2	0.917	-0.6	-4.6	-1.0	8.3	-2.2	0.908

3 compounds already listed, ordered by the value under MPTP inh, largest number first.
structure	MPTP inh	mIAP block	hIAP activ	GRIN3A LBD mod	APOBEC3A inh	hIAP inh	A3G deaminase	mIAP act
CC(C)(C)c1ccc(S(=O)(=O)N2CCC(N3CCCCC3)CC2)cc1	71.2*	0.2	0.947	-0.2	-0.1	5.3	-2.5	0.998
COc1ccc(Nc2nc3ccccc3nc2NS(=O)(=O)c2cccs2)cc1	61.0*	22.8	0.988	21.7*	-2.9	1.2	-9.2	0.772
CC(C)c1ccccc1OCCNC(=S)NC(=O)c1cccnc1	-0.4	9.2	0.917	-0.6	-1.0	8.3	-2.2	0.908

(continued)
molecule	MPTP inh	mIAP block	hIAP activ	GRIN3A LBD mod	MIN6 prolif	APOBEC3A inh	hIAP inh	A3G deaminase	mIAP act
CCOc1cc(/C=C(\C#N)C(=O)NCC2CCCO2)ccc1O (stereo unspecified)	0.0	6.3	0.82	-7.1	2.0	-2.7	18.0	-10.6	0.937
CC(C)(C)OC(=O)N1CCC[C@@H]1C(=O)N1CCC(C(=O)O)CC1	-1.7	-0.1	0.968	-0.2	-1.4	-1.1	3.2	-3.8	1
O=C(NCCN1CCOCC1)c1noc2c1CCc1ccccc1-2	-2.8	-3.9	1.12	1.7	-0.4	-1.8	-12.3	-1.9	1.04
NC(=O)c1ccc(NC(=O)c2ccc3c(c2)OCO3)cc1	-1.5	2.6	1.27	4.5	-0.2	-4.0	-27.0	-4.2	0.974
C=CCn1c(-c2cccc(S(=O)(=O)N3CCOCC3)c2)n[nH]c1=S	-0.6	0.8	1.13	-1.2	-2.5	-5.5	-12.8	37.5	0.992
CC(C)(C)CN1C(=O)C(=O)NC[C@H]1Cc1cccc2ccccc12	-0.4	-5.7	0.946	-2.5	-0.6	-3.2	5.4	-9.5	1.06
Cn1cc([N+](=O)[O-])c(C(=O)Nc2ccc(-c3nc4ccccc4o3)cc2)n1	1.2	-9.1	1.1	-0.7	1.4	-0.7	-10.1	-0.6	1.09
CCN(CC)CCNC(=O)Cn1cnc2sc(C)c(S(=O)(=O)N3CCN(c4ccccc4OC)CC3)c2c1=O	1.0	1.5	1.04	0.5	0.1	-1.2	-3.8	-6.6	0.985
COc1cccc(CNC(=O)COC(=O)C23CC4CC(CC(Cl)(C4)C2)C3)c1	-2.2	-13.3	1.03	5.9	-3.3	-4.9	-2.7	-5.7	1.13
COc1cc2[nH]c(=S)n(NC(=O)CC(C)C)c(=O)c2cc1OC	0.1	21.4	1.06	-7.6	-1.4	5.0	-6.3	-0.6	0.786
O=C1C2C3CCC(C3)C2C(=O)N1CNc1ccccc1 (stereo unspecified)	0.3	4.7	0.925	-0.1	-0.5	-1.5	7.5	-0.8	0.953
CCc1ccc(NC(=S)Nn2cnnc2)cc1	-2.9	9.3	0.932	5.8	1.1	-3.5	6.8	2.9	0.907
CCOc1c(Br)cc(CNCc2cccs2)cc1OC	1.1	6.9	1.06	-1.5	-1.1	3.8	-5.9	-3.5	0.931
OCCC1CN(Cc2ccc(F)cc2)CCN1CCc1ccccc1 (stereo unspecified)	0.3	5.9	1.17	-0.7	-0.1	1.6	-16.5	-1.5	0.941
CN1c2ccsc2/C(=N/Nc2ccc(F)cc2)CS1(=O)=O	0.6	12.8	0.878	-5.6	-5.5	-2.0	12.2	-4.0	0.872
NS(=O)(=O)c1ccc(NC(=O)CN2C(=O)CCC2=O)cc1	0.3	-2.9	0.895	0.6	-2.1	-7.2	10.5	-6.4	1.03
CCCn1c(SC(C)C(=O)NCC2CCCO2)nc2sc(CC)cc2c1=O (stereo unspecified)	-1.0	-5.0	1.25	-0.3	0.1	1.9	-25.3	-12.1	1.05
N#CCC(=O)N1CCn2c1nc1ccccc12	-6.1	2.8	1.07	-6.9	-2.1	-2.7	-6.7	-5.3	0.972
C#CCOCCOCCOCCNc1nc(N2CCN(C(=O)Cn3cc(CCO)nn3)CC2)nc(N2CCN(C(=O)[C@H](C(C)C)n3cc(CCO)nn3)CC2)n1	-0.7	0.0	1.04	1.8	0.9	-0.8	-4.3	-1.9	1
Cc1ccc(C)c(NC(=O)CSc2nnc(CNC(=O)c3ccco3)n2C)c1	-0.1	2.9	0.987	-1.7	0.0	6.2	1.3	-2.0	0.971
O=C(CCC1CCCCC1)Nc1nncs1	2.1	-1.0	1.01	-2.4	-3.8	-5.2	-0.6	-5.8	1.01
O=C(CN1C(=O)C2CC=CCC2C1=O)NC1CCCc2ccccc21 (stereo unspecified)	0.6	-5.2	1.11	-0.6	-1.4	-1.9	-11.0	-4.9	1.05
CC(=O)Nc1ccc(NC(=O)c2ccccc2Sc2ccc([N+](=O)[O-])cc2Cl)cc1	0.1	12.4	0.896	-6.8	2.5	-3.8	10.4	-6.5	0.876
Cc1cc2nc(SC(C)C(=O)O)[nH]c2cc1C (stereo unspecified)	1.1	6.3	0.871	3.6	-1.9	-3.2	12.8	-4.9	0.937
O=C(c1cccc(Cl)c1)N(Cc1cccs1)C1CCS(=O)(=O)C1 (stereo unspecified)	-1.3	-2.9	1.07	1.7	-0.1	0.3	-6.6	1.0	1.03
COC(=O)Cc1c(O)ccn(CCc2ccccc2)c1=O	-1.2	-10.5	0.912	-1.7	-3.9	-3.2	8.8	0.6	1.1
Brc1c(CSc2nc3ccccc3s2)nc2ncccn12	0.4	0.9	0.944	-6.1	-1.4	3.4	5.6	-0.6	0.991
